F508del corr – correctors of CFTR F508del function in bronchial epithelial cells | CFBE cells, YFP halide quenching; stimulated with forskolin plus potentiator P3; % fluorescence drop versus neutral controls | activity (quench increase), % at 7.58 µM | 0.36% of 350,000 active;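 active means mean added fluorescence quench of at least 8% versus neutral control, with both replicates also reaching 8%; inconclusive means only one of the mean or replicate conditions met; inactive means mean below 8% and not both replicates reaching 8%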;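 further: cells transiently co-express mutant CFTR-F508del with the halide-sensitive YFP; corrector assay measuring rescue of mutant channel to the surface after 24 h compound exposure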
miR-122 sensor – inhibitors of miR-122 in Huh7 cells; activation (reporter increase), % at 12.5 µM; AID 602342; Huh7 miR-122 Renilla luciferase sensor, 48 h; neutral wells = 0, positive control = 100; 0.3% of 340,000 active;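 active means mean replicate activation score at least 90 and every replicate individually at or above 90; inconclusive means only one of the two criteria met; inactive means neither criterion met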;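 further: higher luciferase means less miR-122 activity so hits act as miR-122 inhibitors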
ERp5 block – blocks human ERp5 reductase activity on insulin. Q15084. ERp5 insulin aggregation, absorbance 650 nm, 90 min. inhibition, % at 9.99 µM. 0.05% of 350,000 active. AID 651711;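 active means mean replicate inhibition above about 25%, with every replicate also reaching it, limit read from the data, passing the limit was not always enough; inconclusive means only one of those two criteria met; inactive means neither criterion met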
Target sequence (Q15084 whole entry, looked up): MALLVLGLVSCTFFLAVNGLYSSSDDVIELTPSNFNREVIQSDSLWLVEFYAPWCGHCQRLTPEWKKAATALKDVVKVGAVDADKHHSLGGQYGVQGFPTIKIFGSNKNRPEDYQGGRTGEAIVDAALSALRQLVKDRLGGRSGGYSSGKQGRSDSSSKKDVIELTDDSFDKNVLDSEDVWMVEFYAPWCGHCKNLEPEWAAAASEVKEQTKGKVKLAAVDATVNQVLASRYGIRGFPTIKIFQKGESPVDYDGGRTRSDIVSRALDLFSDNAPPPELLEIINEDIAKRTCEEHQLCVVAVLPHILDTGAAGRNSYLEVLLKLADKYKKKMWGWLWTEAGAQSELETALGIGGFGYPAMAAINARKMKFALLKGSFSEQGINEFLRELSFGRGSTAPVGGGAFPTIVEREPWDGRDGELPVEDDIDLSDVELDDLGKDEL
CASP6 VEID inh – blocks human caspase-6 cleavage activity; P55212; purified caspase-6, Z-VEID-R110 cleavage fluorescence; inhibition, % at 12.5 µM; 0.53% of 350,000 active; AID 686996;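 active means mean inhibition across replicates at least about 35%, with every replicate also reaching that limit, limit read from the data; inconclusive means only one of the two criteria met; inactive means neither criterion met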;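 further: 0% = median of neutral control wells and 100% = no fluorescence left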
Target sequence (P55212 24-179 limits assumed): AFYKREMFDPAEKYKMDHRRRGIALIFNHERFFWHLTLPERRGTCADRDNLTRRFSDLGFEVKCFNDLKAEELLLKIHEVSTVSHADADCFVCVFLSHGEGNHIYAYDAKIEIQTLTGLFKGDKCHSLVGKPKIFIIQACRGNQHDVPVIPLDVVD
Target sequence (P55212 194-293 limits assumed): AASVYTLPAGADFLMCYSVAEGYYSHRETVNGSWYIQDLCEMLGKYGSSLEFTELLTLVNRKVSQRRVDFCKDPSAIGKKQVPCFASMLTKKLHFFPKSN
SIRT5 inh – inhibitors of human sirtuin-5 desuccinylase. Q9NXA8. Purified SirT5, succinyl-peptide AMC, trypsin-coupled fluorescence. inhibition, % at 15 µM. 1.1% of 330,000 active. AID 652115; in the data active means inhibition above about 15%; inconclusive means no clear call, values can overlap the other calls
Target sequence (Q9NXA8 whole entry, looked up): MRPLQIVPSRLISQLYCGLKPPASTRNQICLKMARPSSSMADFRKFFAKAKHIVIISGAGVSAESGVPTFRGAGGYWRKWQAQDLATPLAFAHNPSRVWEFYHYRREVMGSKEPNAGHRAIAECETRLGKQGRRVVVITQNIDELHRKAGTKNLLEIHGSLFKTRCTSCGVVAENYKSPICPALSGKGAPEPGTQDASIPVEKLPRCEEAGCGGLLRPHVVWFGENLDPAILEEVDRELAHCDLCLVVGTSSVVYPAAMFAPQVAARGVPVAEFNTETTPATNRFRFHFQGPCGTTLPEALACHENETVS
DENV2 CPE rescue – protects cells from dengue virus 2 cytopathic effect; DENV2-infected cells, cytopathic effect rescue, plate reader; CPE inhibition, % at 9.99 µM; 1.7% of 350,000 active; in the data active means CPE inhibition above about 20%, passing the limit was not always enough; inconclusive means no clear call, values can overlap the other calls; tested in BHK-21 cells;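 further: 0% = median of neutral control wells and 100% = median of positive control wells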
ERAP1 inh – blocks human ERAP1 aminopeptidase activity; Q9NZ08; recombinant ERAP1, Leu-AMC fluorescence, 60 min; inhibition, % at 10.7 µM; 0.15% of 340,000 active; AID 652197;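 active means mean replicate inhibition of at least 30%, or all replicates individually reaching that 30% level; inactive means mean below 30% and not every replicate reaching it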;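 further: 0% = neutral control wells and 100% = L-leucinethiol positive control wells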
The depositor's hits bear a star; ? = inconclusive; / = not tested or not shown; & = joins results of further samples; ! = not confirmed by another sample; [ ] = another dose, or the depositor's remark.

SMILES | F508del corr | miR-122 sensor | ERp5 block | CASP6 VEID inh | SIRT5 inh | DENV2 CPE rescue | ERAP1 inh
O=C(Oc1ccc([N+](=O)[O-])cc1)c1ccc2ccccc2n1 | 1.5 | 5.5 | -1.8 | -0.5 | 1.9 | -5.8 | -1.4
CCc1ccc(-n2c(O)cnc2Nc2nc(C)cc(C)n2)cc1 | -0.1 | 0.9 | 0.3 | -1.2 | -2.6 | 1.4 | 0.2
Cc1cccc(S(=O)(=O)N[C@@H]2CC[C@@H](CCNC(=O)Nc3cc(F)ccc3F)O[C@@H]2CO)c1 | -1.9 | / | -2.3 | -131.5 | -4.8 | 39.1* | -3.3
COCC#Cc1ccc([C@@H]2[C@@H](CO)N3C(=O)CN(C(=O)c4cccnc4)C[C@H]23)cc1 | 0.6 | / | 1.8 | 2.5 | 1.4 | -10.0 | -0.8
C[C@@H]1CN([C@@H](C)CO)C(=O)c2cc(-c3cccc(C(=O)N(C)C)c3)cnc2O[C@H]1CN(C)S(=O)(=O)c1cccc(F)c1 | -2.2 | -3.4[16.7 µM] | 0.2 | -1.7 | 2.3 | 9.7 | 1.4
O=c1[nH]c(N/N=C/c2ccc(O)cc2)nc2ccccc12 | / | / | -2.8 | 7.5 | -1.7 | -2.7 | 1.1
Cc1cc2c(nc1C)CCCN2Cc1ccccn1 | -1.0 | / | -4.0 | -6.0 | / | 9.7 | -4.6
Cc1ccc(-c2ccc3c(c2)O[C@@H](CN(C)Cc2cccnc2)[C@@H](C)CN([C@@H](C)CO)S3(=O)=O)cc1 | -1.0 | 2.8[16.7 µM] | -6.5 | 0.7 | 5.7 | 5.7 | -1.2
COc1ccc(S(=O)(=O)Nc2cccc3c2O[C@H](CN(C)Cc2ccc(Cl)c(Cl)c2)[C@@H](C)CN([C@H](C)CO)C3=O)cc1 | -5.1&-0.3 | 97.7*! | 1.0 | 0.3 | 15.1* | 25.2* | 1.4
CCOC(=O)c1sc(NC(=O)c2ccc(S(=O)(=O)N3CCOCC3)cc2)nc1-c1ccccc1 | 2.7 | 1.9 | 2.2 | -0.6 | 0.0 | -4.5 | 0.8
O=[N+]([O-])c1cccc(S(=O)(=O)NCCCn2ccnc2)c1 | -4.5 | 0.8 | -0.1 | -43.9 | 9.2 | 3.8 | 0.5
CC(=O)Oc1ccc2cc(-c3cccnc3)c(=O)oc2c1 | 1.6 | -3.4 | -4.3 | 0.0 | -67.0 | -9.1 | -11.6
COCCNC(=O)CN1C(=O)CSc2ccc(S(=O)(=O)N3CCOCC3)cc21 | 1.3 | 0.8 | 3.6 | -0.6 | -1.0 | -2.5 | 2.1
O=C1CCC[C@@H]2CC(Nc3ccc(F)cc3F)C[C@@H]3CCN1[C@H]23 (stereo not given in full) | -1.2 | -6.5 | 4.6 | 1.9 | -4.8 | 11.8 | /
COCC(=O)N1CCCCN2[C@H](C1)[C@H](c1ccc(C#Cc3ccc(OC)cc3)cc1)[C@@H]2CO | 0.4 | -0.4[16.7 µM] | -3.8 | 0.8 | 0.6 | -4.8 | -0.9
COc1ccc2c3c(n(C)c2c1)[C@H](CO)N(C(=O)c1cccnc1)CC31CCN(C(=O)c2cccnc2)CC1 | -2.1 | / | 2.9 | / | / | 19.3 | 3.4
CC(C)C(C(=O)NCc1ccco1)N(Cc1ccco1)C(=O)CNS(=O)(=O)c1ccccc1 (stereo not given) | -3.7 | -0.3 | -2.5 | -3.0 | 1.8 | ? | 0.3
O=C(C1CCCCC1)N1CC(=O)N2[C@H](CO)[C@H](c3ccc(C#CCc4ccccc4)cc3)[C@H]2C1 | 0.6 | / | -3.0 | -1.5 | -0.5 | 25.1* | 1.6
C[C@H]1CN([C@@H](C)CO)S(=O)(=O)c2ccc(-c3ccccc3)cc2O[C@H]1CN(C)Cc1ccccc1C(=O)O | 0.5 | 0.6[16.7 µM] | 0.0 | 0.5 | -2.2 | 1.2 | -3.0
Cc1onc(-c2c(F)cccc2Cl)c1C(=O)Nc1cc(S(=O)(=O)N2CCCCC2)ccc1O | -8.0 | / | 5.9 | 2.2 | 3.6 | 8.6 | -1.2
O=C(NCC[C@@H]1CC[C@@H](NC(=O)c2ccccc2F)[C@@H](CO)O1)c1ccc2c(c1)OCO2 | -0.3 | -20.2[16.7 µM] | -0.9 | -3.4 | 2.0 | -1.9 | 1.1
C[C@H]1CN([C@@H](C)CO)C(=O)Cc2cc(NC(=O)Nc3cccc4ccccc34)ccc2O[C@H]1CN(C)C(=O)Nc1ccc2c(c1)OCO2 | -0.9 | -0.2[16.7 µM] | -9.7 | -2.9 | 1.5 | 3.4 | -2.1
Cc1cc2c(C)nc(N/N=C/c3ccc(F)cc3)nc2o1 | -3.8 | / | -0.9 | -2.3 | -0.1 | 7.1 | 3.0
Cc1ccc(S(=O)(=O)N(C)C[C@H]2Oc3c(NC(=O)C4CCOCC4)cccc3C(=O)N([C@H](C)CO)C[C@@H]2C)cc1 | -1.1 | -1.1[16.7 µM] | 4.6 | 2.6 | 5.4 | 10.2 | 1.5
OCCCNc1cc(-c2ccccc2)nc2cc(-c3ccc(F)cc3)nn12 | 2.2 | -12.0 | 3.9 | 0.9 | -5.0 | 3.9 | -3.4
Following part:
SMILES | F508del corr | miR-122 sensor | ERp5 block | CASP6 VEID inh | SIRT5 inh | DENV2 CPE rescue | ERAP1 inh
CCOc1ccccc1NC(=O)C(C)SCc1ccccc1 (stereo not given) | 4.3 | 1.0 | 1.0 | -0.6 | -5.8 | -6.5 | -0.5
CN(Cc1ccccc1)S(=O)(=O)c1cc2c3c(c1)CCN3C(=O)CC2 | -1.6 | / | -6.1 | 1.6 | 0.7 | -9.6 | -5.7
O=C(/C=C/c1ccco1)NC(=S)NNC(=O)c1ccco1 | -1.3 | 2.2 | 1.1 | 6.8 | -0.7 | -2.4 | 5.2
CCC(C)NS(=O)(=O)c1ccc(F)c(C(=O)Nc2c(F)cc(F)cc2Br)c1 (stereo not given) | -0.3 | / | -1.2 | / | -2.0 | -1.4 | -0.6
Cc1cc(C)n2c(Nc3c(C)cccc3C)c(CC(C)C)nc2n1 | 3.1 | / | -4.6 | 2.3 | 0.0 | 1.6 | 0.4
COc1cc2c(cc1OC)-c1n[nH]c(=S)n1C(C)(C)C2 | -1.2 | -2.8 | 1.5 | -1.1 | 0.9 | 2.6 | 2.6
COc1ccc(S(=O)(=O)Nc2ccc3c(c2)C(=O)N([C@@H](C)CO)C[C@@H](C)[C@@H](CN(C)C(=O)Nc2ccc(F)cc2)OCCCC[C@@H](C)O3)cc1 | -3.5 | -5.2[16.7 µM] | -7.8 | 0.1 | 17.8* | -5.9 | -1.6
O=C(CCN1C(=O)/C(=C/c2ccccc2F)SC1=S)N[C@@H](CO)Cc1ccccc1 | 0.8 | 0.2 | 2.1 | -4.7 | -2.9 | 8.7 | -1.2
CCCNC(=O)N1C[C@H]2[C@@H](c3ccccc31)[C@H](CO)N2C(=O)c1ccccc1 | 0.3 | -11.5[16.7 µM] | -3.6 | -2.6 | 1.7 | -2.4 | -0.2
CC(=O)N1CCOc2ccc(S(=O)(=O)N3CCN(c4cccc(C(F)(F)F)c4)CC3)cc21 | 0.2 | -6.4 | 7.1 | 1.1 | 0.2 | 5.1 | 0.1
CCCN(C)C[C@H]1Oc2cc(C#CC(C)C)ccc2S(=O)(=O)N([C@H](C)CO)C[C@@H]1C | -2.1 | / | -2.2 | 25.8 | 2.6 | 0.3 | 1.0
CCn1cc(C(=O)OCC(=O)Nc2cccc(Cl)c2Cl)c(=O)c2ccc(C)nc21 | -0.1 | -7.1 | 8.3 | 1.1 | / | -1.7 | 4.1
CCCNC(=O)[C@@H]1[C@@H](CO)[C@@H]2Cn3c(ccc(-c4cccc(F)c4)c3=O)[C@@H]2N1C(C)=O | -1.7 | -2.7[16.7 µM] | -7.0 | -2.8 | -18.5 | 0.5 | 1.2
C[C@H](NC(=O)c1nc[nH]c1C(=O)N1CCc2ccccc2C1)c1ccccc1 | 2.5 | -2.8 | 1.6 | 5.5 | 0.1 | / | 18.5
Cc1ccc(-c2cn3cccc(C)c3n2)cc1 | -1.6 | / | -1.0 | 0.3 | -4.2 | -1.4 | 8.2
COc1cccc(-c2ccc3c(c2)[C@H]2[C@H](CCN2C(=O)C2CCOCC2)[C@@H](CO)N3)c1 | 0.4 | -4.3[16.7 µM] | 3.8 | -0.3 | 0.3 | -3.4 | -1.7
C[C@H](CO)N1C[C@H](C)[C@@H](CN(C)C(=O)c2ccccc2)OCCCC[C@H](C)Oc2ccc(NS(=O)(=O)c3ccc(Cl)cc3)cc2C1=O | -1.2 | 1.1[16.7 µM] | 0.2 | 1.1 | 3.2 | -7.6 | 2.8
CO[C@@H]1CN(C)C(=O)c2ccc(NC(=O)c3nc4ccccc4s3)cc2OC[C@@H](C)N(Cc2ccncc2)C[C@H]1C | 4.5 | / | -0.9 | -1.5 | 4.3 | 1.6 | -2.1
CCC(=O)Nc1ccc2c(c1)OC[C@H](C)N(C(=O)c1cccnc1)C[C@@H](C)[C@H](OC)CN(C)C2=O | 1.2 | / | -0.2 | 0.7 | -1.2 | -4.9 | -1.3
CC(=O)c1c(C)[nH]c(C(=O)N2CCN(S(=O)(=O)c3ccc(C)cc3C)CC2)c1C | -1.8 | -8.6 | 4.9 | 3.4 | 0.5 | -3.5 | -0.4
CS(=O)(=O)Nc1ccccc1C(=O)NCCSCc1ccccc1 | 2.2 | / | -8.7 | 4.2 | -11.6 | 5.3 | 6.8
C=CCC1[C@H](C)[C@H]2[C@@H]3CC[C@@H](C3)[C@H]2CN1S(=O)(=O)c1ccc(C)cc1 (stereo not given in full) | -2.5 | / | -0.7 | 0.3 | -1.4 | -6.5 | -2.4
C=CCNC(=O)c1cnc2n(c1=O)CCS2 | -0.3 | -1.4 | 5.1 | -1.6 | / | ? | /
C[C@H]1CN([C@@H](C)CO)C(=O)Cc2cc(NS(=O)(=O)c3ccc(Cl)cc3)ccc2O[C@H]1CN(C)S(=O)(=O)c1ccc(F)cc1 | 0.9 | -9.1[16.7 µM] | -3.5 | 1.1 | 4.9 | 2.6 | 0.8
COc1ccc(O)c(/C=N/NC(=O)CCC(=O)Nc2ccc(C)cc2)c1 | -2.0 | -2.8 | -0.2 | -0.5 | -3.5 | 1.5 | -0.1
Next section:
SMILES | F508del corr | miR-122 sensor | ERp5 block | CASP6 VEID inh | SIRT5 inh | DENV2 CPE rescue | ERAP1 inh
O=C(O)CCc1nnc(SCC(=O)Nc2ccc(Br)cc2)[nH]c1=O | 3.0 | -3.2 | -4.9 | -1.2 | 1.3 | -1.5 | 4.7
COc1cccc(C(=O)COc2ccc3ccc(=O)oc3c2)c1 | 0.3 | 2.0 | 3.4 | -4.6 | -6.1 | -4.8 | -1.4
CC(C)OP(=O)(OC(C)C)/C(C=O)=N\Nc1ccc([N+](=O)[O-])cc1 | -11.7 | -3.2 | 2.8 | 5.7 | 3.1 | 3.5 | /
O=C(NCC(=O)N(c1ccc(F)cc1)C(C(=O)NC1CCCCC1)c1cccnc1)c1ccco1 (stereo not given) | -0.3 | -0.4 | 2.3 | 12.1 | -11.0 | 10.1 | -4.9
OC[C@H]1[C@@H](c2ccc(-c3ccc(F)cc3)cc2)[C@H]2CN(Cc3cccnc3)CCCCN21 | -0.3 | 1.0[16.7 µM] | -7.6 | 2.2 | 2.2 | -0.3 | -2.1
CS(=O)(=O)Nc1ccc2c(c1)[C@@H]1C[C@H](CC(=O)NCCN3CCCCC3)O[C@H](CO)[C@@H]1O2 | 0.9 | 3.9[16.7 µM] | 5.8 | 0.3 | 0.7 | 0.7 | 2.0

Random excerpt: three entries already listed, in no set order.
SMILES | F508del corr | miR-122 sensor | ERp5 block | CASP6 VEID inh | SIRT5 inh | DENV2 CPE rescue | ERAP1 inh
O=C(O)CCc1nnc(SCC(=O)Nc2ccc(Br)cc2)[nH]c1=O | 3.0 | -3.2 | -4.9 | -1.2 | 1.3 | -1.5 | 4.7
CC(C)OP(=O)(OC(C)C)/C(C=O)=N\Nc1ccc([N+](=O)[O-])cc1 | -11.7 | -3.2 | 2.8 | 5.7 | 3.1 | 3.5 | /
COc1cccc(C(=O)COc2ccc3ccc(=O)oc3c2)c1 | 0.3 | 2.0 | 3.4 | -4.6 | -6.1 | -4.8 | -1.4

Source: PubChem
